# DENV2 CPE rescue – protects cells from dengue virus 2 cytopathic effect. DENV2-infected cells, cytopathic effect rescue, plate reader. CPE inhibition, % at 9.99 µM. actives 1.7% (n = 350,000); in the data active = CPE inhibition above about 20%, passing the limit was not always enough; inconclusive = no clear call, values can overlap the other calls; tested in BHK-21 cells;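 also: 0% = median of neutral control wells and 100% = median of positive control wells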
# ERp5 inh – blocks human ERp5 reductase activity on insulin. ERp5 insulin aggregation, absorbance 650 nm, 90 min. inhibition, % at 9.99 µM. actives 0.05% (n = 350,000);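 active = mean replicate inhibition above about 25%, with every replicate also reaching it, limit read from the data, passing the limit was not always enough; inconclusive = only one of those two criteria met; inactive = neither criterion met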
# Target sequence (Q15084 whole entry, looked up): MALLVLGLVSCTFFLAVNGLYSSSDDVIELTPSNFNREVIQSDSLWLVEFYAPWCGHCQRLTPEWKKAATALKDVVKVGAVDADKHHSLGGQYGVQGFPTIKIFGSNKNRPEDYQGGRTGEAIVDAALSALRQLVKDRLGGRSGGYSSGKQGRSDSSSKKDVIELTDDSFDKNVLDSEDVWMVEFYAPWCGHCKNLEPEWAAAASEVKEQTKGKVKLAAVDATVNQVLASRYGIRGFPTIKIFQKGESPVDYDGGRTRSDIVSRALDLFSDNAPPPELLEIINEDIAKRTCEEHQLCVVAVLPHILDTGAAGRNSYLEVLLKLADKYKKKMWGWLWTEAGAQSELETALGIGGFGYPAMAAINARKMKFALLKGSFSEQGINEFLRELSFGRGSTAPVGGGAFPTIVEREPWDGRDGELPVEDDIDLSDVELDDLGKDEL
# ARNT-TACC3 inh – disrupts binding between human ARNT and TACC3; Q9Y6A5; AlphaScreen His-ARNT PAS-B/GST-TACC3 binding, luminescence; TACC3 fragment carries E629A point mutation; inhibition, % at 9.99 µM; actives 0.66% (n = 390,000);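 active = mean inhibition of replicates at least 50% and at least half of replicates each reaching 50%; inconclusive = half or more replicates reach 50% but mean below 50%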;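 also: 0% = complete ARNT plus TACC3 wells and 100% = ARNT alone without TACC3; many hits fall short of the cut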
# F508del corr – CFTR F508del correction in bronchial cells; CFBE cells, YFP halide quenching; stimulated with forskolin plus potentiator P3; % fluorescence drop versus neutral controls; activity (quench increase), % at 7.58 µM; actives 0.36% (n = 350,000); AID 720511;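 active = mean added fluorescence quench of at least 8% versus neutral control, with both replicates also reaching 8%; inconclusive = only one of the mean or replicate conditions met; inactive = mean below 8% and not both replicates reaching 8%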;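 also: cells transiently co-express mutant CFTR-F508del with the halide-sensitive YFP; corrector assay measuring rescue of mutant channel to the surface after 24 h compound exposure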
# XiGFP reactiv – X-chromosome reactivation activator; XiGFP mouse fibroblasts, % GFP-positive cells imaging, 3 d; cells co-treated with 5-aza-dC sensitizer; scaled so ellipticine positive control = 100%; activation, % at 7.58 µM; actives 0.055% (n = 360,000);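 active = mean normalized replicate activation at least 10% and every replicate at or above 10%; inconclusive = only one of the two criteria met; inactive = mean below 10% and not all replicates reach 10%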;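 also: 0% = median of on-plate neutral control wells and 100% = ellipticine 6 µM median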
#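 Assay system: SV40-immortalized XiGFP fibroblast cells, line 68-5-11; buffer or medium: DMEM plus 5-aza-dC sensitizer; compound: one concentration, pinned; timing: compounds 3 days, fix/stain 15 min at room temperature; benchmarks: positive control ellipticine, 6 µM final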
# PAX8 inh HTS – lowers PAX8-driven luciferase in RMG-I cells. actives 1.2% (n = 360,000). inhibition, % at 12.6 µM. RMG-I TPO-luciferase reporter, SteadyGlo, 24 h;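 active = mean replicate inhibition at least 60% with every replicate also reaching 60%; inconclusive = only one of the two criteria is met; inactive = mean below 60% and not all replicates reaching 60%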;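 also: luciferase light reporting Pax8 driven TPO promoter activity; plate controls were median of neutral control wells for no effect and mitoxantrone controls for full effect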
# EWS-Fli inh – inhibitors of EWS/Fli oncoprotein transcriptional activity; actives 0.67% (n = 350,000); AID 651661; A673 NR0B1-luciferase reporter, viability-normalised; inhibition, % at 12.6 µM;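 active = mean inhibition of at least 50% after viability correction, with every replicate also passing that limit; inconclusive = mean reaches 50% but only one of two replicates passes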;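 also: firefly luciferase signal divided by Alamar Blue viability fluorescence both relative to DMSO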
# INS-1E GSIS act – primary screen for activators of insulin secretion dependent on glucose, INS-1E cells, GLuc reporter luminescence; INS-1E GLuc reporter insulin secretion, 2-3 h; activation, % at 16.6 µM; actives 0.61% (n = 370,000); AID 743287;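 active = lowest replicate activation of at least 40%, so every replicate reaches that level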;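 also: 0% = median of neutral control wells and 100% = median of IBMX positive control wells; some compounds called inactive have numbers as strong as hits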
# The depositor's hits bear a star; ? = inconclusive; nt = no result given; & = joins results of further samples.
SMILES,DENV2 CPE rescue,ERp5 inh,ARNT-TACC3 inh,F508del corr,XiGFP reactiv,PAX8 inh HTS,EWS-Fli inh,INS-1E GSIS act
COc1ccc(S(=O)(=O)NCCc2ccccc2)c2cccnc12,9,2,-11,-1.5,0.0,3,0,37
CN(Cc1ccc(C(F)(F)F)cc1)C(=O)C1CCC(=O)N(C2CC2)C1 (stereo not drawn),8,1,-10,2.5,0.2,-8,-10,20
COc1ccc(NS(=O)(=O)c2cccc(C(=O)N(C)Cc3cccs3)c2)cc1,-7,-2,-3,-0.9,0.0,-9,0,-6
Cc1ccc(S(=O)(=O)N2[C@@H](c3ccc(Cl)cc3)C(C(=O)O)=CC[C@H]2c2ccc(Cl)cc2)cc1,5,4,nt,5.1,0.0,17,-2,-51
CN(C)S(=O)(=O)Nc1cccc(NC(=O)CC23CC4CC(CC(C4)C2)C3)c1,-2,-1,-1,-2.8,0.0,-13,13,-32
COc1cc(CC(=O)OCC(=O)Nc2ccc3c(c2)OCO3)cc(OC)c1OC,-1,3,1,-0.4,-0.1,1,-1,-12
Cc1ccc2c(c1)nnn2C1CCN(CC(=O)NCCc2ccccc2)CC1,14,0,4,-2.4,nt,nt,-1,-4
C[C@@H]1CN([C@@H](C)CO)C(=O)c2cccc(NC(=O)c3nc4ccccc4s3)c2O[C@@H]1CN(C)C(=O)NC1CCCCC1,17,0,9,-2.0,-0.7,nt,-3,-23
CCC(=O)N1[C@H](CO)[C@H](c2ccc(-c3ccccc3OC)cc2)C12CN(C(C)=O)C2,14,1,nt,-2.1,0.0,nt,-3,-10
COc1ccccc1-c1ccc(=O)n(CC(=O)NCC2CCCO2)n1 (stereo not drawn),nt,-9,11,2.5,0.0,-9,2,1
COc1ccc(NC(=O)N(C)C[C@H]2OCCCC[C@H](C)Oc3ccc(NC(=O)Nc4ccc(C(F)(F)F)cc4)cc3C(=O)N([C@@H](C)CO)C[C@@H]2C)cc1,1,0,11,4.0,0.1,41,10,6
CCN(CC(=O)NCc1ccco1)S(=O)(=O)c1ccc(OC)cc1,?,0,2,-1.8,2.7,5,1,-5
O=C(C[C@H]1C[C@H]2c3cc(NS(=O)(=O)c4ccc(F)cc4)ccc3O[C@H]2[C@@H](CO)O1)NCC(F)(F)F,-1,5,4,-2.0,0.0,0,2,3
O=C(Nc1ccccc1F)Nc1cccc2ccc(O)cc12,-2,-2,4,-0.8,0.0,-13,-23,-14
CCCOc1cc2c(C#N)c(N3CCCC3)nc(N)c2c(N)n1,?,-15,17,1.9,0.0,-18,-9,nt
CCOc1ccc(N=c2scc(-c3ccccc3)n2CCO)cc1,-1,-1,13,-3.8,nt,nt,-107,-68
C[C@H](CO)N1C[C@H](C)[C@@H](CN(C)C(=O)Cc2cccnc2)Oc2ncc(C#CCc3ccccc3)cc2C1=O,-5&3,2&-3,19,2.7&-3.2,0.1&0.8,-1,9&6,-41&-20
C/C=C/c1cnc2c(c1)C(=O)N([C@@H](C)CO)C[C@H](C)[C@H](CN(C)S(=O)(=O)c1ccccc1)O2,-7,-1,-1,-1.0,-0.1,nt,7,-7
C[C@H]1CCCCO[C@H](CN(C)C(=O)CCC(F)(F)F)[C@@H](C)CN([C@@H](C)CO)C(=O)c2cc(NC(=O)c3ccccc3)ccc2O1,1,-2,-4,1.8,0.3,31,2,-23
Cc1cccc(C(=O)NC(=S)NC(C)c2ccccc2)c1 (stereo not drawn),-2,5,nt,-7.1,0.0,-5,7,-15
CN1CCN(c2ncnc3c2ncn3[C@H]2CN(Cc3ccc(-c4ccccc4)cc3)C[C@@H](CO)O2)CC1,?,3,nt,-3.1,0.1,8,18,-22
Cc1cc(NC(=O)C2CCCCC2)ncc1NC(=O)c1ccccn1,-1,5,2,-1.7,0.1,-37,-8,-4
O=C(c1cc2ccccc2s1)N1CCN(c2ccccn2)CC1,-7,-9,-17,0.6,0.3,1,-1,8
O=C(CSc1nnc(-c2ccncc2)o1)Nc1cc(F)ccc1F,44*,2,nt,-2.5,0.2,-173,-61,13
COc1ccc(S(=O)(=O)N(C)C[C@H]2Oc3ccc(NC(=O)Cc4ccccc4)cc3C(=O)N([C@@H](C)CO)C[C@H]2C)cc1,?,3,-3,-0.3,-1.1,15,2,-21
O=C(CN1C(=O)NC2(CCc3ccccc32)C1=O)NCc1ccccc1Cl (stereo not drawn),-10,nt,0,-3.3,-0.1,3,0,-8
O=c1[nH][nH]c(=O)n1-c1ccccc1,-3,2,-4,0.3,0.2,3,-5,14
O=C(O)CNC(=O)C(c1ccccc1)c1ccccc1,-4,2,0,-0.6,-0.1,2,2,26
O=C1CNC(=O)c2c(nc3n2CCC3)N1,14,0,0,-1.9,nt,nt,8,29
O=C(Cc1cc(=O)[nH][nH]1)N/N=C/c1cccc2ccccc12,nt,nt,-1,nt,0.0,9,nt,19
C#CCOC(=O)c1cc(Cl)c(=O)n(Cc2ccc(Cl)cc2Cl)c1,-5,0,-5,4.2,0.3,12,5,-10
O=C1N/C(=C/c2ccc(Br)s2)C(=O)N1c1ccccc1,-9,-4,nt,1.5,0.0,-45,-22,24
CCOC(=O)C1CCN(C(=O)Cn2nc(C)n3c(cc4cc(F)ccc43)c2=O)CC1,1,5,0,-1.6,0.0,3,nt,1
Cc1ccc(S(=O)(=O)N2CCCCC2)cc1C(=O)N1CCN(CCO)CC1,-5,-9,-4,-0.6,-0.1,-3,-2,-16
COc1ccc(-c2ccc3c(c2)[C@H]2[C@H](CCN2C(=O)CN2CCOCC2)[C@H](CO)N3)cc1,?,-3,8,4.7,0.0,-117,-84,-9
Nc1ccn([C@@H]2O[C@H](C(=O)Nc3ccc(C(=O)N4CCCCC4)cc3)[C@@H](O)[C@H]2O)c(=O)n1,?,2,nt,3.9,nt,6,5,1
CCOC(=O)C1(Cc2cccc(OC)c2)CCN(C(C)CC(C)(C)O)CC1 (stereo not drawn),6,-8,-7,1.0,0.0,11,-7,-21
N#Cc1ccc(-c2ccc3c(c2)[C@@H]2[C@@H](CCN2C(=O)C2CCCCC2)[C@@H](CO)N3)cc1,-15,-10,-8,-0.5,0.3,-17,6,13
N/C(=N\O)c1ccc(Oc2ccccc2Cl)c([N+](=O)[O-])c1,-1,-10,3,-1.2,0.0,9,9,14
COc1ccc(-c2cc3ccc(O)cc3oc2=O)cc1OC,-3,0,-10,4.9,0.0,-59,nt,32
C[C@H](CO)N1C[C@H](C)[C@H](CN(C)S(=O)(=O)c2cn(C)cn2)Oc2ccc(NC(=O)Cc3ccccc3)cc2CC1=O,2,nt,-9,-0.7,0.1,-10,-4,10
NC(=S)NN=C1CCCCCCCCC1,2,0,9,1.0,0.1,-1,-3,10
CCC(=O)NC[C@H]1[C@@H](c2ccc(-c3cccc(F)c3)cc2)[C@H](CO)N1C(=O)CC,nt,nt,9,-1.5,0.0,9,-6,-7
O=C(NCCCN1CCC(Cc2ccccc2)CC1)C1CC(=O)N(C2CCCC2)C1 (stereo not drawn),-2,1,-27,0.5,0.0,4,-3,nt
COCCNC(=O)C(OC(=O)c1cccs1)c1ccc(F)cc1 (stereo not drawn),0,-7,-10,-2.0,0.1,-9,9,15
COc1ccc(S(=O)(=O)Nc2ccc3c(c2)C(=O)N([C@H](C)CO)C[C@@H](C)[C@@H](CN(C)C(=O)NC(C)C)O3)cc1,nt,nt,nt,2.6,-0.1,nt,16,14
C/C(Cc1ccccc1)=N\NC(=O)CNC(=O)c1ccc(Cl)cc1Cl,-2,4,5,-2.0,0.0,3,11,4
CCN1C[C@@H]2[C@@H]3C(=O)N(Cc4ccccc4)C(=O)[C@@H]3[C@](CC)(C1=O)N2C(=O)c1ccc(Cl)cc1,0,-1,nt,0.2,0.0,1,-7,12
COc1cccc(C(=O)Nc2ccc3c(c2)OC[C@@H](C)N(C(=O)C2CC2)C[C@@H](C)[C@H](OC)CN(C)C3=O)c1,10,-1,-8,-1.9,-0.2,-22,-4,-6
COc1ccc(Cc2nc3ccc(C(=O)NCCc4cccc(C)n4)cc3o2)cc1,7,1,-2,-0.7,0.0,-12,-11,-2
COc1ccc(OC)c(N(CC(=O)NN=C2CCN(C)CC2)S(=O)(=O)c2ccccc2)c1,3,1,-6,1.7,0.1,-1,-14,93*
COc1cccc(S(=O)(=O)N[C@H]2CC[C@H](CC(=O)NCc3ccc(Cl)cc3)O[C@H]2CO)c1,4,-4,-14,2.8,-0.1,7,-8,-9
O=C(CCn1nnc2ccccc2c1=O)N[C@@H](Cc1c[nH]c2ccccc12)C(=O)O,8,-6,-2,0.1,-0.1,9,-1,6
C/C=C(/C)C(=O)O[C@H]1[C@@H](O)c2c(ccc3ccc(=O)oc23)OC1(C)C,nt,nt,5,-1.4,0.3,-4,1,0
COc1ccc(S(=O)(=O)Nc2ccc3c(c2)CC(=O)N([C@@H](C)CO)C[C@H](C)[C@@H](CN(C)CC2CC2)O3)cc1,nt,nt,nt,-0.6,-0.2,0,-8,1
COC(=O)c1cc(=O)n(Cc2ccco2)c(=Nc2ccc(F)c(Cl)c2)s1,-1,-4,-3,-4.1,0.1,32,27,nt
COc1ccc(CN(C)C[C@H]2OCCCC[C@H](C)Oc3ccc(NC(=O)Nc4ccc(F)cc4)cc3C(=O)N([C@H](C)CO)C[C@@H]2C)cc1,-2,5,7,-1.8,-1.2,-12,-5,-22
COc1ccc(S(=O)(=O)N2CCCCCC2)cc1C(=O)NCCc1ccc(F)cc1,?,4,1,1.5,0.0,4,6,-33
Cc1ccc(NC(=O)C2CSC3(C)CCC(=O)N23)cc1S(=O)(=O)N1CCCCCC1 (stereo not drawn),4,2,4,1.1,-0.1,5,13,-46
Cc1cccc(Nc2nc(N3CCN(C)CC3)nc(N)c2[N+](=O)[O-])c1,nt,2,-7,-0.6,0.0,56,-10,nt
# The list continues:
SMILES,DENV2 CPE rescue,ERp5 inh,ARNT-TACC3 inh,F508del corr,XiGFP reactiv,PAX8 inh HTS,EWS-Fli inh,INS-1E GSIS act
COc1cccc(/C=N/NC(=O)c2cnccn2)c1O,0,2,58*,6.7,0.0,-31,-2,2
O=Cc1ccc(Sc2ncccn2)o1,7,0,-4,2.8,0.1,0,9,10
Cc1noc(C)c1C(=O)NCc1ccccc1F,-9,3,29,-1.7,0.0,15,-3,4
Cc1ccc(N(CC(=O)Nc2cccc(Cl)c2C)S(C)(=O)=O)cc1,-9,2,2,-1.9,0.0,5,-7,-5
CC(=O)N1[C@H](CO)[C@@H](c2ccccc2)[C@@H]1CN(C)C(=O)CN1CCOCC1,nt,nt,-12,-0.6,0.1,-1,-5,3
Cc1cc(Br)c2c(c1)[C@](O)(c1cn(C)c3ccccc13)C(=O)N2C,7,0,nt,1.0,-0.1,12,15,-6
CCOC(=O)CSc1cc(-c2ccccc2)nc2ncnn12,-2,7,-5,1.4,0.1,-10,16,5
Cc1cc2nc(/C(C#N)=C/c3ccncc3)[nH]c2cc1C,2,1,5,-2.4,-0.2,0,-15,-20

# Compounds were not picked by outcome. About 4.2% of those tested had a hit in this group.
